# Screening results from PubChem.
# INS-1E ATP HTS: protection of INS-1E cells from cytokine death, primary screen, ATP luminescence, single point; INS-1E cytokine-induced death, 48 h; normalised: neutral wells 0, positive control 100; protection from cytokine-induced ATP loss, % at 10 µM; 0.1% of 20,000 active;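 active = mean replicate protection from cytokine-induced ATP loss at least 50% and at least 75% of replicates each reaching 50%; inconclusive = meets only one of the two criteria, mean or replicate share; inactive = fails both the mean and replicate share criteria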
#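 Test system: INS-1E rat cells | Quantity: 8000 cells per well | Medium: Phenol-red-free RPMI with 5% fetal bovine serum | Reagent: Cytokine cocktail of IFN-γ, TNF-α and IL-1β | Doses: One compound concentration, pin transfer | Timing: 48 h co-treatment, 10 min post-lysis read | Technique: Luminescent ATP assay (CellTiter-Glo)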
# T cruzi intra: inhibitors of intracellular Trypanosoma cruzi, primary screen, cell-based, plate reader, single point, set 2; activity score (inhibition), % at 5.01 µM; 4.9% of 22,000 active; intracellular Trypanosoma cruzi in host cells; in the data active = activity score above about 55%; inconclusive = no clear call, values can overlap the other calls;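 also: parasites and compound incubated about four days before reading; 0% = median of neutral control wells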
# * = called active by the depositor; ? = inconclusive; · = not tested or not shown.
# The line under a structure holds: T cruzi intra	INS-1E ATP HTS
C[C@H](CO)N1C[C@H](C)[C@@H](CN(C)C(=O)Nc2cccc3ccccc23)Oc2c(NC(=O)CCCCCC(=O)Nc3ccccc3N)cccc2C1=O
    18	-5
C[C@@H]1CN([C@H](C)CO)C(=O)Cc2cc(NC(=O)Nc3cccc4ccccc34)ccc2O[C@H]1CN(C)Cc1ccncc1
    -3	2
CC(C)NC(=O)N(C)C[C@@H]1Oc2ccc(NC(=O)c3ccncc3)cc2CC(=O)N([C@H](C)CO)C[C@@H]1C
    -22	13
C[C@H]1CN([C@@H](C)CO)C(=O)c2cc(NS(=O)(=O)c3cn(C)cn3)ccc2O[C@@H]1CN(C)Cc1ccncc1
    -4	0
C[C@H]1CN([C@@H](C)CO)C(=O)CCCn2cc(nn2)CO[C@@H]1CN(C)Cc1ccc(C(=O)O)cc1
    -10	·
C[C@@H]1CN([C@H](C)CO)C(=O)c2cccc(NC(=O)C3CCCCC3)c2O[C@@H]1CN(C)Cc1ccc(-c2ccccc2)cc1
    46	-65
C[C@@H]1CN([C@H](C)CO)C(=O)c2cc(NC(=O)Nc3ccc4c(c3)OCO4)ccc2O[C@@H]1CN(C)C(=O)NC1CCCCC1
    -20	7
C[C@H]1CN([C@@H](C)CO)C(=O)c2cccc(NC(=O)c3ccc(-c4nccs4)cc3)c2O[C@@H]1CN(C)S(C)(=O)=O
    -23	4
C[C@@H]1CN([C@@H](C)CO)C(=O)c2cc(NC(=O)Nc3ccc(C(F)(F)F)cc3)ccc2O[C@H]1CN(C)Cc1ccc(Cl)c(Cl)c1
    9	-49
C[C@H]1CN([C@@H](C)CO)C(=O)c2cccc(NC(=O)Nc3ccc(C(F)(F)F)cc3)c2O[C@@H]1CN(C)S(=O)(=O)c1cn(C)cn1
    7	1

# Record cards (already shown):
# Shown for C[C@@H]1CN([C@H](C)CO)C(=O)c2cccc(NC(=O)C3CCCCC3)c2O[C@@H]1CN(C)Cc1ccc(-c2ccccc2)cc1 = T cruzi intra: 46; INS-1E ATP HTS: -65
# Shown for C[C@@H]1CN([C@@H](C)CO)C(=O)c2cc(NC(=O)Nc3ccc(C(F)(F)F)cc3)ccc2O[C@H]1CN(C)Cc1ccc(Cl)c(Cl)c1 = T cruzi intra: 9; INS-1E ATP HTS: -49

# The listing continues:
# The line under a structure holds: T cruzi intra	INS-1E ATP HTS
C[C@@H]1CN([C@H](C)CO)C(=O)c2cc(NC(=O)Nc3ccc(C(F)(F)F)cc3)ccc2O[C@H]1CN(C)Cc1ccc(C(=O)Nc2ccccc2N)cc1
    57*	-13
Cc1ccc(S(=O)(=O)N(C)C[C@H]2Oc3ccc(NC(=O)Cn4cnnn4)cc3C(=O)N([C@H](C)CO)C[C@H]2C)cc1
    4	12
O=C(N/N=C/c1cccc2ccccc12)c1ccccc1O
    -11	-30
CNC[C@@H]1Oc2ccc(NS(=O)(=O)c3cn(C)cn3)cc2CC(=O)N([C@H](C)CO)C[C@H]1C
    -18	9
C[C@H]1CN([C@@H](C)CO)C(=O)CCCn2cc(nn2)CO[C@@H]1CN(C)C(=O)Nc1ccc(F)cc1
    0	·
CC(C)NC(=O)Nc1ccc2c(c1)CC(=O)N([C@@H](C)CO)C[C@@H](C)[C@@H](CN(C)Cc1ccc(Oc3ccccc3)cc1)O2
    6	-15
C[C@H](CO)N1C[C@H](C)[C@H](CN(C)Cc2ccc(C(=O)Nc3ccccc3N)cc2)Oc2c(NC(=O)c3ccncc3)cccc2C1=O
    -27	-4
C[C@H]1CN([C@@H](C)CO)C(=O)Cc2cc(NC(=O)CCC(F)(F)F)ccc2O[C@H]1CN(C)C(=O)Nc1ccc2c(c1)OCO2
    6	-6
COc1cc(Br)cc(/C=N/NC(=O)CCCCCCC(=O)O)c1O
    -10	13
C[C@H](CO)N1C[C@H](C)[C@H](CN(C)Cc2ccc(-c3ccccc3)cc2)Oc2ccc(NC(=O)Nc3ccc4c(c3)OCO4)cc2C1=O
    -7	·
C[C@H](CO)N1C[C@H](C)[C@@H](CN(C)S(C)(=O)=O)Oc2c(NC(=O)Nc3ccc4c(c3)OCO4)cccc2C1=O
    -7	3
C[C@@H]1CN([C@H](C)CO)C(=O)c2cccc(N(C)C)c2O[C@H]1CN(C)Cc1ccc(-c2ccccc2)cc1
    -2	-108
C=CCOc1ccccc1/C=N/NC(=O)c1ccccc1O
    -5	12
COc1ccc(NC(=O)N(C)C[C@@H]2Oc3ccc(NS(=O)(=O)c4ccc(F)cc4)cc3C(=O)N([C@H](C)CO)C[C@H]2C)cc1
    -14	6
C[C@@H]1CCCCO[C@@H](CN(C)S(=O)(=O)c2ccc(Cl)cc2)[C@@H](C)CN([C@H](C)CO)C(=O)c2cc(NC(=O)Nc3ccccc3)ccc2O1
    7	-5
COc1ccc(S(=O)(=O)N(C)C[C@H]2Oc3ccc(NC(=O)Nc4ccc(F)cc4)cc3C(=O)N([C@H](C)CO)C[C@@H]2C)cc1
    4	-1
C[C@@H]1CCCCO[C@H](CN(C)S(=O)(=O)c2cn(C)cn2)[C@@H](C)CN([C@H](C)CO)C(=O)c2cc(NS(=O)(=O)c3cn(C)cn3)ccc2O1
    -34	6
C[C@@H]1CN([C@@H](C)CO)C(=O)c2cc(NC(=O)Nc3ccc4c(c3)OCO4)ccc2O[C@@H]1CN(C)Cc1ccc(C(=O)Nc2ccccc2N)cc1
    46	4
C[C@H]1CN([C@@H](C)CO)C(=O)Cc2cc(NS(=O)(=O)c3cn(C)cn3)ccc2O[C@H]1CN(C)CC1CC1
    -20	-2
C[C@@H]1CN([C@@H](C)CO)C(=O)c2cccc(NC(=O)Nc3ccc4c(c3)OCO4)c2O[C@@H]1CN(C)C(=O)Nc1ccc(C(F)(F)F)cc1
    -28	4
C[C@@H]1CN([C@H](C)CO)C(=O)Cc2cc(NC(=O)CCC(F)(F)F)ccc2O[C@@H]1CN(C)CC1CC1
    8	9
Cc1ccc(S(=O)(=O)Nc2ccc3c(c2)C(=O)N([C@H](C)CO)C[C@H](C)[C@H](CN(C)C)OCCCC[C@@H](C)O3)cc1
    -10	5
COc1ccc(S(=O)(=O)N(C)C[C@H]2Oc3ccc(NC(=O)c4ccncc4)cc3CC(=O)N([C@@H](C)CO)C[C@@H]2C)cc1
    -4	7
C[C@@H]1CN([C@@H](C)CO)C(=O)c2cc(NC(=O)Nc3ccc4c(c3)OCO4)ccc2O[C@@H]1CN(C)Cc1ccc2c(c1)OCO2
    2	1
Cc1ccc(S(=O)(=O)Nc2ccc3c(c2)CC(=O)N([C@H](C)CO)C[C@@H](C)[C@H](CN(C)S(=O)(=O)c2ccc(F)cc2)O3)cc1
    8	10
Cc1noc(C)c1NC(=O)N(C)C[C@@H]1Oc2ccc(NC(=O)Cc3ccccc3)cc2C(=O)N([C@H](C)CO)C[C@H]1C
    1	2
O=C(N/N=C/c1cccc(O)c1O)c1ccccn1
    29	-55
COc1ccc(S(=O)(=O)N(C)C[C@H]2Oc3c(NC(=O)C4CC4)cccc3C(=O)N([C@@H](C)CO)C[C@H]2C)cc1
    0	0
C[C@H]1CN([C@@H](C)CO)C(=O)Cc2cc(NS(=O)(=O)c3ccc(F)cc3)ccc2O[C@@H]1CN(C)C(=O)NC1CCCCC1
    -18	14
Cc1noc(C)c1S(=O)(=O)Nc1ccc2c(c1)CC(=O)N([C@@H](C)CO)C[C@@H](C)[C@@H](CN(C)S(=O)(=O)c1ccc(Cl)cc1)O2
    11	-1

# Fetched by structure from the entries so far (5):
# The line under a structure holds: T cruzi intra	INS-1E ATP HTS
COc1ccc(S(=O)(=O)N(C)C[C@H]2Oc3c(NC(=O)C4CC4)cccc3C(=O)N([C@@H](C)CO)C[C@H]2C)cc1
    0	0
Cc1ccc(S(=O)(=O)Nc2ccc3c(c2)C(=O)N([C@H](C)CO)C[C@H](C)[C@H](CN(C)C)OCCCC[C@@H](C)O3)cc1
    -10	5
Cc1ccc(S(=O)(=O)Nc2ccc3c(c2)CC(=O)N([C@H](C)CO)C[C@@H](C)[C@H](CN(C)S(=O)(=O)c2ccc(F)cc2)O3)cc1
    8	10
C[C@@H]1CN([C@H](C)CO)C(=O)Cc2cc(NC(=O)CCC(F)(F)F)ccc2O[C@@H]1CN(C)CC1CC1
    8	9
O=C(N/N=C/c1cccc(O)c1O)c1ccccn1
    29	-55

# The list continues.
# The line under a structure holds: T cruzi intra	INS-1E ATP HTS
Cc1noc(C)c1NC(=O)N(C)C[C@@H]1Oc2ccc(NC(=O)Cn3cnnn3)cc2CC(=O)N([C@H](C)CO)C[C@H]1C
    -8	3
Cc1ccc(S(=O)(=O)N(C)C[C@H]2Oc3ccc(NC(=O)Cc4ccccc4)cc3C(=O)N([C@H](C)CO)C[C@H]2C)cc1
    10	-3
C[C@@H]1CCCCO[C@H](CN(C)C(=O)c2ccccc2)[C@@H](C)CN([C@H](C)CO)C(=O)c2cc(NS(C)(=O)=O)ccc2O1
    -8	9
Cc1noc(C)c1S(=O)(=O)Nc1ccc2c(c1)CC(=O)N([C@H](C)CO)C[C@H](C)[C@H](CN(C)S(C)(=O)=O)O2
    -15	2
C[C@H](CO)N1C[C@H](C)[C@H](CN(C)S(=O)(=O)c2ccc(Cl)cc2)Oc2ccc(NC(=O)Nc3ccc4c(c3)OCO4)cc2C1=O
    -1	12
C[C@@H]1CN([C@@H](C)CO)C(=O)Cc2cc(NC(=O)c3ccncc3)ccc2O[C@@H]1CN(C)Cc1ccc(-c2ccccc2)cc1
    17	-13
C[C@H](CO)N1C[C@H](C)[C@H](CN(C)Cc2ccncc2)Oc2ccc(NC(=O)Nc3ccc(C(F)(F)F)cc3)cc2C1=O
    4	5
CNC[C@H]1Oc2ccc(NC(=O)Nc3ccccc3)cc2C(=O)N([C@@H](C)CO)C[C@@H]1C
    2	0
C[C@H](CO)N1C[C@H](C)[C@@H](CN(C)S(C)(=O)=O)Oc2ccc(NC(=O)CCN3CCOCC3)cc2C1=O
    -11	2
C[C@@H]1CN([C@@H](C)CO)C(=O)c2cccc(N(C)C)c2O[C@H]1CN(C)Cc1ccc2c(c1)OCO2
    54	-2
C[C@@H]1CN([C@H](C)CO)C(=O)c2cccc(NC(=O)c3ccncc3)c2O[C@H]1CN(C)Cc1ccc(Oc2ccccc2)cc1
    85*	-26
O=C(CCCCC(=O)NN=C1CCCCCCC1)NO
    13	5
C[C@H](CO)N1C[C@H](C)[C@H](CN(C)Cc2ccncc2)Oc2c(NC(=O)c3ccncc3)cccc2C1=O
    -8	4
COc1ccc(S(=O)(=O)Nc2cccc3c2O[C@H](CN(C)S(C)(=O)=O)[C@H](C)CN([C@H](C)CO)C3=O)cc1
    -20	5
C[C@@H]1CCCCO[C@@H](CN(C)Cc2ccccc2)[C@@H](C)CN([C@H](C)CO)C(=O)c2cc(NC(=O)c3ccccc3)ccc2O1
    2	-19
Cc1ccc(S(=O)(=O)N(C)C[C@H]2Oc3c(NS(C)(=O)=O)cccc3C(=O)N([C@@H](C)CO)C[C@H]2C)cc1
    0	6
C[C@H](CO)N1C[C@H](C)[C@@H](CN(C)Cc2ccncc2)Oc2c(NC(=O)c3nc4ccccc4s3)cccc2C1=O
    27	-12
COc1ccc(-c2cnc3c(c2)C(=O)N([C@H](C)CO)C[C@H](C)[C@H](CN(C)Cc2cccc(C(F)(F)F)c2)O3)cc1
    ?	·
Cc1noc(C)c1S(=O)(=O)Nc1ccc2c(c1)C(=O)N([C@@H](C)CO)C[C@@H](C)[C@H](CN(C)C)O2
    -34	8
CNC[C@@H]1Oc2ccc(NC(=O)NC3CCCCC3)cc2C(=O)N([C@H](C)CO)C[C@@H]1C
    -16	5
C[C@H](CO)N1C[C@H](C)[C@H](CN(C)Cc2cccc3c2OCCCO3)OCc2cnnn2CCCC1=O
    6	·
C[C@H]1CN([C@@H](C)CO)C(=O)Cc2cc(NC(=O)C3CCCCC3)ccc2O[C@H]1CN(C)C(=O)Nc1ccc(F)cc1
    6	1
COc1ccc(S(=O)(=O)Nc2cccc3c2O[C@@H](CN(C)Cc2ccc(Oc4ccccc4)cc2)[C@H](C)CN([C@H](C)CO)C3=O)cc1
    27	-9
Cc1ccc(S(=O)(=O)Nc2ccc3c(c2)C(=O)N([C@H](C)CO)C[C@H](C)[C@@H](CN(C)C(=O)c2ccccc2)OCCCC[C@@H](C)O3)cc1
    -4	20
C[C@H]1CN([C@@H](C)CO)C(=O)Cc2cc(NS(=O)(=O)c3cccs3)ccc2O[C@H]1CN(C)S(=O)(=O)c1ccc(Cl)cc1
    16	-1
CC(C)NC(=O)Nc1cccc2c1O[C@H](CN(C)C(=O)Nc1ccccc1)[C@@H](C)CN([C@@H](C)CO)C2=O
    -33	8
C[C@@H]1CCCCO[C@@H](CN(C)S(=O)(=O)c2ccc(F)cc2)[C@@H](C)CN([C@H](C)CO)C(=O)c2cc(NS(C)(=O)=O)ccc2O1
    5	11
CC(C)NC(=O)Nc1cccc2c1O[C@H](CN(C)S(=O)(=O)c1ccc(F)cc1)[C@@H](C)CN([C@@H](C)CO)C2=O
    10	1
C[C@@H]1CCCCO[C@H](CN(C)C(=O)CCC(F)(F)F)[C@@H](C)CN([C@H](C)CO)C(=O)c2cc(NC(=O)c3ccncc3)ccc2O1
    -15	1
